Compound activity: PubChem BioAssay, Sanford-Burnham Center for Chemical Genomics
Jurkat NFkB inh = lowers PMA/ionomycin-induced NF-kB signal in Jurkat cells; AID 435003; hit rate 0.53% among 330,000; PMA/ionomycin-induced NF-kB luciferase reporter, luminescence; inhibition, % at 4 µM; in the data active = inhibition above about 50%
tim23-1 inh = tim23-1 yeast growth inhibition | hit rate 1.3% among 330,000 | S. cerevisiae tim23-1 growth, BacTiter-Glo luminescence, 24 h | inhibition, % at 20 µM | AID 463212;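 active = growth inhibition of the mutant yeast at or above 50%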;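 also: temperature-sensitive mutant grown at 25 °C; plate controls were DMSO-treated mutant yeast for no effect and medium wells lacking yeast for full effect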
APJ antagonist = APJ receptor antagonism; CHO-K1 APJ beta-arrestin complementation, luminescence; hit rate 0.32% among 330,000; P35414; inhibition, % at 20 µM;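 active = inhibition above about 40% at 20 µM, limit read from the data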;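 also: cells challenged with 10 nM apelin-13 agonist together with compound; plate controls were apelin-13 plus DMSO wells for no effect and DMSO wells lacking apelin-13 for full effect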
Target sequence (P35414 whole entry, looked up): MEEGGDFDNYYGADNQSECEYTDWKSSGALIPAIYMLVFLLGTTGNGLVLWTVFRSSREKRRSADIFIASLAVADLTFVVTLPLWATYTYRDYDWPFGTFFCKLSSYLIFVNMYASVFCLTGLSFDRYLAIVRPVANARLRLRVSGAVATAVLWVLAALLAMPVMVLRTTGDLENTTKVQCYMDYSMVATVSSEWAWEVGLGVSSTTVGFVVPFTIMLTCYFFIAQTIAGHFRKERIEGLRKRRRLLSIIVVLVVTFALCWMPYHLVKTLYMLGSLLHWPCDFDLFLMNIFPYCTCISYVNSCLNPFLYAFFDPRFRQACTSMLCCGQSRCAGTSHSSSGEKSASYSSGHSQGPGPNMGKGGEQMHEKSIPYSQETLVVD
Mdm2-MdmX inh = human Mdm2/MdmX binding inhibition; O15151+Q00987; SaOS-2 split-luciferase Mdm2/MdmX complementation, luminescence; inhibition, % at 8 µM; hit rate 3% among 330,000; AID 485346;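 active = inhibition of at least 50% at 8 µM in the primary screen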
XBP1 UPR activ = adaptive UPR (XBP1) activation | CHO-XBP1 luciferase reporter, IRE1-XBP1 UPR activation, luminescence; percent of tunicamycin response, DMSO as zero | activation, % at 20 µM | hit rate 0.33% among 330,000 | AID 463104;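 active = versus positive control, 20 µM dose yields 30% or more activation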;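 also: 100% = tunicamycin at 10 µg/mL and 0% = DMSO only wells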
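incubation = overnight seeding at 37 °C, 6 h compound treatment at 37 °C | assay system = CHO-XBP1 cells stably carrying IRE1-XBP1-driven luciferase reporter | input = 1000 cells per well | detection = luciferase luminescence | dosing = single point, 20 µM final compound, 1% DMSO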
697 NFkB inh = inhibitors of the PMA/ionomycin-induced NF-kB reporter in 697 B cells; 697 B-cell NF-kB luciferase reporter, 16 h; inhibition, % at 4 µM; hit rate 0.33% among 330,000; in the data active = inhibition above about 35%
UPR CHOP act = apoptotic UPR (CHOP) activation; activation, % at 10 µM; CHO-CHOP luciferase reporter, luminescence; percent of tunicamycin response over DMSO baseline; hit rate 0.34% among 330,000;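 active = at 10 µM dose, activation of 40% or more, normalized to positive control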;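 also: 100% = tunicamycin at 10 µg/mL and 0% = DMSO alone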
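Dosing – one dose, 10 µM in 0.5% DMSO · System – CHO-CHOP cells, stable luciferase reporter of PERK-eIF2a-CHOP signalling · Input – 500 cells/well · Control set – tunicamycin 10 µg/mL final as positive, DMSO-only wells as negative · Timing – 6 h compound treatment, 37 °C · Measure – % activation vs tunicamycin · Technique – luminescence read with Steady-Glo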
APJ ag = agonists of human APJ apelin receptor. CHO-K1 APJ PathHunter beta-arrestin, luminescence; 0% DMSO wells, 100% apelin. activation, % at 20 µM. hit rate 0.11% among 330,000. AID 2520;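 active = activation more than six SD over the plate average, tested at 20 µM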;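 also: 0% = DMSO alone and 100% = apelin-13 at 10 nM; some results filed as inactive read as strong as hits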
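Test system – PathHunter CHO-K1 APJ (AGTRL-1) beta-arrestin reporter cells · Input – 1000 cells/well · Compound – single test compound dose, 20 µM final, 1% DMSO · Times – compound stimulation 90 min at 25 °C, detection 60 min · Technique – beta-gal luminescence · Read-out basis – APJ–arrestin association signal · Control set – negative DMSO alone, positive Apelin-13 at 10 nM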
* = called active by the depositor. This is a random part of the collection. About 5% of those tested had a hit in this group.

1) Cc1ccccc1C(=O)Oc1cccc2c(O)cccc12
2) OC(CCc1cccc(Cl)c1)c1cccs1 (stereo not drawn)
3) CCNc1ccc(S(=O)(=O)N(C)C)cc1NCC(=O)Nc1c(F)cccc1F
4) Cc1c(C(=O)N2CCOCC2)c(S(=O)(=O)Nc2ccc(C(C)C)cc2)c(C)n1C
5) COc1cccc(/C(C)=N/NC(=O)c2cc(-c3cccnc3)nc3ccccc23)c1
6) CC(C(=O)Nc1ccccc1Br)c1ccc([N+](=O)[O-])cc1 (stereo not drawn)
7) CC(C)c1ccc(Nc2nnc(SC3CCOC3=O)s2)cc1 (stereo not drawn)
8) COc1ccc(C(=O)NNC(=O)COC(=O)c2sccc2C)cc1

assay / compound | 1 | 2 | 3 | 4 | 5 | 6 | 7 | 8
Jurkat NFkB inh | -4 | -27 | 13 | -14 | -5 | -3 | 1 | -13
tim23-1 inh | 72* | 20 | 12 | 12 | 19 | 16 | 20 | 6
APJ antagonist | -7 | 12 | -1 | 3 | -1 | 2 | 7 | -8
Mdm2-MdmX inh | 7 | -9 | 5 | -4 | -6 | -9 | 52* | 6
XBP1 UPR activ | 1 | 3 | -1 | -3 | 1 | -1 | 1 | -1
697 NFkB inh | -45 | -1 | -22 | -8 | 6 | 15 | -11 | 9
UPR CHOP act | 3.5 | 0.3 | 3.0 | 2.4 | -1.5 | 0.3 | 1.5 | -2.2
APJ ag | 2 | -3 | 1 | 4 | 0 | -4 | -1 | -3

Gathered by group, the entries above containing a halogen (3)
2) OC(CCc1cccc(Cl)c1)c1cccs1 (stereo not drawn)
3) CCNc1ccc(S(=O)(=O)N(C)C)cc1NCC(=O)Nc1c(F)cccc1F
6) CC(C(=O)Nc1ccccc1Br)c1ccc([N+](=O)[O-])cc1 (stereo not drawn)

assay / compound | 2 | 3 | 6
Jurkat NFkB inh | -27 | 13 | -3
tim23-1 inh | 20 | 12 | 16
APJ antagonist | 12 | -1 | 2
Mdm2-MdmX inh | -9 | 5 | -9
XBP1 UPR activ | 3 | -1 | -1
697 NFkB inh | -1 | -22 | 15
UPR CHOP act | 0.3 | 3.0 | 0.3
APJ ag | -3 | 1 | -4

Later entries
9) CCN(C[C@H]1N[C@@](Cc2ccccc2)(C(=O)OC)[C@H]2C(=O)N(Cc3ccccc3)C(=O)[C@@H]12)C(=O)NC(C)C
10) CCc1nc(SCC(=O)c2ccccc2)c2ccccc2n1
11) Cc1ccc(-c2nc(C(F)(F)F)cc(=O)[nH]2)cc1
12) CC(C)N1CCC(N2CCN(CCCc3ccccc3)CC2CCO)CC1 (stereo not drawn)
13) COC(=O)c1c(S(=O)(=O)NCc2ccccc2)sc(C(=O)O)c1C
14) CSCC[C@H](NC(=O)C1CCN(S(=O)(=O)c2ccc(C)cc2)CC1)C(=O)NC1CCS(=O)(=O)C1 (stereo partly drawn)
15) COc1ccc(C2CC(C(F)(F)F)n3nc(C(=O)O)cc3N2)cc1 (stereo not drawn)
16) COC(=O)C1=C(C(=O)OC)[C@@H]2N(C)c3ccc(OC)cc3[C@@]23C[C@@H](C(=O)OC)N(C(=O)COCc2ccccc2)C3=N1

assay / compound | 9 | 10 | 11 | 12 | 13 | 14 | 15 | 16
Jurkat NFkB inh | -17 | -30 | -7 | -13 | 1 | -3 | 1 | 15
tim23-1 inh | 5 | 9 | 2 | 9 | 2 | 22 | 13 | 24
APJ antagonist | -1 | 10 | 4 | -20 | -1 | 6 | -13 | -68
Mdm2-MdmX inh | 13 | 22 | -6 | 12 | 3 | 23 | 16 | 32
XBP1 UPR activ | -1 | 1 | 3 | 1 | -1 | 1 | -5 | 0
697 NFkB inh | -4 | -2 | 3 | 16 | 16 | 17 | 17 | 14
UPR CHOP act | 2.0 | 1.1 | -0.3 | -1.8 | 0.0 | -1.7 | -0.3 | 0.6
APJ ag | 4 | -4 | -4 | -1 | -6 | 3 | -1 | 3

17) O=C1CN(C(=O)c2cc3ccccc3oc2=O)C(c2ccccc2)c2cc(F)ccc2N1 (stereo not drawn)
18) COc1cc(C(=O)NCC(=O)N/N=C/c2ccc(-c3ccc([N+](=O)[O-])cc3)o2)cc(OC)c1OC
19) O=c1oc(-c2cccc(C(F)(F)F)c2)nn1-c1ccc(C(F)(F)F)cn1
20) COC(=O)c1nnn(CC(=O)NC(=O)Nc2ccccc2)c1C(=O)OC
21) Cc1ccc(S(=O)(=O)N(C)C)cc1NC(=O)COC(=O)c1ccc2c(=O)n3c(nc2c1)CCC3
22) CCCNC(=O)CS(=O)(=O)c1ccccc1
23) COc1cccc(NC(=O)Nc2ccc3nc(C)c(C)nc3c2)c1
24) COC(=O)CSc1nnc(Cc2cc(=O)[nH]c(=O)[nH]2)n1-c1cccc(OC)c1

assay / compound | 17 | 18 | 19 | 20 | 21 | 22 | 23 | 24
Jurkat NFkB inh | -3 | 23 | -2 | 9 | 16 | 20 | -2 | 0
tim23-1 inh | 9 | 9 | 14 | 9 | 1 | -5 | 7 | 4
APJ antagonist | 12 | 5 | 8 | 8 | 23 | 18 | 3 | 3
Mdm2-MdmX inh | -9 | 14 | 15 | -13 | 2 | 14 | 8 | 22
XBP1 UPR activ | -5 | 6 | 6 | 0 | 0 | 0 | 2 | 0
697 NFkB inh | -1 | 30 | 13 | -19 | 11 | 17 | -27 | -2
UPR CHOP act | -0.2 | -0.3 | 2.1 | 4.5 | 0.5 | 0.4 | 3.5 | 0.3
APJ ag | -2 | 2 | -4 | 1 | 1 | 1 | 2 | -2

25) CCc1ccc(N2CCN(C(=O)c3ccc(OC)c(OC)c3)CC2)cc1
26) Cc1c(N(C)S(=O)(=O)c2cccc(C(=O)NC(C)C)c2)c(=O)n(-c2ccccc2)n1C
27) COc1ccc(N=C2SC(C(=O)Nc3ccc4c(c3)OCO4)CC(=O)N2C)cc1 (stereo not drawn)
28) COC(=O)c1cc(Br)c(=O)n(Cc2ccc(OC)c(OC)c2)c1
29) CCOC(=O)CCc1c(C)nc2cc(C3CCCN(C(=O)OC(C)(C)C)C3)[nH]n2c1=O (stereo not drawn)
30) O=C(O)CN1C(=O)C(=O)N(Cc2ccc(Cl)cc2Cl)C1=O
31) O=S(=O)(NCc1csc(-c2cccs2)n1)c1ccc(Cl)cc1
32) O=C(NC(=S)Nn1cnnc1)c1cccc(Br)c1

assay / compound | 25 | 26 | 27 | 28 | 29 | 30 | 31 | 32
Jurkat NFkB inh | 19 | -17 | -2 | -17 | -11 | -40 | 11 | -1
tim23-1 inh | 16 | 19 | 19 | 5 | 6 | 12 | 44 | -9
APJ antagonist | 15 | 12 | -4 | 14 | 16 | -5 | 11 | 2
Mdm2-MdmX inh | 24 | -22 | -3 | 14 | -3 | -22 | 17 | -4
XBP1 UPR activ | -2 | -2 | -3 | -5 | -2 | 3 | 2 | -1
697 NFkB inh | 11 | -28 | 6 | -11 | -15 | -19 | -2 | -6
UPR CHOP act | 1.7 | -0.5 | -0.5 | -2.9 | -1.1 | 0.9 | -1.5 | 4.5
APJ ag | -2 | -1 | 2 | -2 | 1 | -1 | -5 | -2

Only UPR CHOP act, for 3 of the compounds above:
| item | SMILES | UPR CHOP act |
| --- | --- | --- |
| 3 | CCNc1ccc(S(=O)(=O)N(C)C)cc1NCC(=O)Nc1c(F)cccc1F | 3.0 |
| 7 | CC(C)c1ccc(Nc2nnc(SC3CCOC3=O)s2)cc1 (stereo not drawn) | 1.5 |
| 6 | CC(C(=O)Nc1ccccc1Br)c1ccc([N+](=O)[O-])cc1 (stereo not drawn) | 0.3 |

Additional structures follow:
33) C=CCn1c(C(C)NC(=O)c2ccccc2)n[nH]c1=S (stereo not drawn)
34) Cc1ccc(C)n1NC(=O)c1cccc(Cl)c1
35) Cc1cc(NC(=O)c2c(F)cccc2F)n(-c2nc3ccccc3[nH]2)n1
36) CSc1ccc(CN(C)C(=O)CNC(=O)CNS(=O)(=O)c2ccc(C)c(C)c2)cc1
37) O=[N+]([O-])c1ccccc1CNCCCCO
38) O=C1c2ccccc2C(=O)N1CCc1nc2ccccc2c(=O)n1-c1ccccn1
39) CC(=O)NC12CC3CC(C1)CC(C(=O)N(C)CC(=O)Nc1ccccc1Cl)(C3)C2
40) NC(=O)[C@@H]1CC2(CC(c3cccc(NC(=O)CC(c4ccccc4)c4ccccc4)c3)=NO2)CN1C(=O)[C@@H]1CCC(=O)N1 (stereo partly drawn)

assay / compound | 33 | 34 | 35 | 36 | 37 | 38 | 39 | 40
Jurkat NFkB inh | -4 | -10 | 10 | -3 | -7 | 3 | -7 | 9
tim23-1 inh | -13 | 20 | 43 | 10 | 8 | 29 | 3 | -1
APJ antagonist | 3 | 1 | 44* | 6 | 2 | 2 | -51 | 10
Mdm2-MdmX inh | 15 | -3 | 53* | 5 | 19 | -18 | -7 | 9
XBP1 UPR activ | -2 | 1 | 5 | 2 | 1 | -2 | 1 | -2
697 NFkB inh | 9 | -3 | 4 | -3 | 12 | -24 | -5 | 10
UPR CHOP act | -2.2 | 0.3 | 5.1 | 1.6 | -0.6 | 5.0 | 1.0 | 0.5
APJ ag | -3 | -6 | -9 | -5 | -1 | -2 | 6 | 6

41) COC(=O)[C@@H](Cc1c[nH]c2ccccc12)NC(=O)CCC(=O)c1ccc(Br)cc1
42) O=C(O)c1cc(-c2ccccc2)nc2ccccc12
43) Cc1cc(C(=O)COC(=O)c2cccc(NS(C)(=O)=O)c2)c(C)n1CC1CCCO1 (stereo not drawn)
44) Cc1ccc(-n2nnnc2CNC(=O)c2ccc(Br)o2)cc1C
45) CCn1cc(/C=C(\NC(=O)c2ccccc2F)C(=O)NCCN2CCOCC2)c2ccccc21
46) O=C(NNc1cc(Cl)ccc1Cl)c1c(F)cccc1Cl
47) CCOc1ccc(C2C(C#N)=C(N)Oc3n[nH]c(C)c32)cc1OC(=O)C1CC1 (stereo not drawn)
48) NS(=O)(=O)c1ccc(N=Nc2c(O)c(C(=O)O)cc3ccccc23)cc1
49) CCC(C)N(CC(=O)NCc1ccc(OC)cc1)C(=O)c1csnn1 (stereo not drawn)
50) Cc1cccc(-n2ncc3c(NNC(=O)c4ccco4)ncnc32)c1
51) C=CCN1C(=O)/C(=C2/Sc3ccccc3N2CCCS(=O)(=O)O)SC1=S

assay / compound | 41 | 42 | 43 | 44 | 45 | 46 | 47 | 48 | 49 | 50 | 51
Jurkat NFkB inh | -9 | 1 | -42 | 21 | 5 | 12 | -10 | -32 | -1 | 11 | 10
tim23-1 inh | 24 | 2 | 13 | 14 | 0 | 24 | -18 | 26 | 17 | -2 | 7
APJ antagonist | 1 | -1 | 9 | 9 | 5 | 15 | -16 | 14 | 14 | 4 | 22
Mdm2-MdmX inh | -8 | -7 | 70* | 15 | 20 | -20 | 9 | -12 | 9 | 17 | 27
XBP1 UPR activ | -6 | -7 | -9 | -2 | -2 | -1 | 1 | 11 | 1 | -1 | -4
697 NFkB inh | 13 | 1 | -35 | 16 | 4 | -2 | -5 | 0 | 9 | -9 | -6
UPR CHOP act | 1.1 | 2.5 | -4.9 | -0.1 | -2.1 | 1.2 | 1.2 | 0.1 | -1.6 | -0.1 | 0.6
APJ ag | -4 | -6 | -1 | -3 | -1 | 0 | 2 | -3 | -1 | 4 | -4
